# M. tuberculosis HTS – M. tuberculosis growth inhibition, HTS (AID 449762); M. tuberculosis H37Rv growth inhibition, 7H9 media; higher % means a stronger effect; inhibition, % at 25 µM, or IC50 in µM where a hit was titrated; hit rate 0.59% among 330,000; in the data active means a potency from the dose series; inconclusive means inhibition above about 70% without an active follow-up result;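 further: bacterial growth assessed after seven days of incubation; strong numbers were not always called active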
# Salmonella PhoP GFP – PhoP regulon inhibitors, Salmonella typhi PhoP promoter GFP reporter, confirmatory (AID 1850); hit rate 0.33% among 310,000; one-dose inhibition, % at 50 µM; IC50 in µM for titrated hits; Salmonella Typhi PhoP-promoter GFP reporter, fluorescence, 4 h; higher % means a stronger effect; in the data active means a potency from the dose series; inconclusive means inhibition mostly from about 25% at the one dose, without a potency; inactive means the rest, 99 in 100 with inhibition below about 19%;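 further: 0% = induced wells with vehicle and 100% = uninduced wells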
# VEEV TC-83 Vero – inhibitors of VEEV TC-83 cytopathic effect, confirmation, Vero cells (AID 588727). Vero cells, VEEV TC-83 cytopathic effect inhibition; higher % means a stronger effect. inhibition, % at 20 µM, or IC50 in µM where a hit was titrated. hit rate 0.13% among 350,000; in the data active means a potency from the dose series; inconclusive means inhibition mostly from about 14% at the one dose, without a potency; inactive means the rest, 99 in 100 with inhibition below about 12%; further: strong numbers were not always called active
# influenza NS1A – H1N1 influenza NS1A inhibitors, functional cell based assay (AID 504329) | hit rate 0.3% among 340,000 | inhibition, % at 12.5 µM; hits with a dose series show IC50 in µM | NS1A functional cell-based assay, percent inhibition; higher % means a stronger effect; in the data active means a potency from the dose series; inconclusive means inhibition above about 27% without an active follow-up result; further: strong numbers were not always called active
# tuberculosis growth – growth inhibition of non-replicating M. tuberculosis (AID 488890). Mycobacterium tuberculosis non-replicating, growth inhibition; higher % means a stronger effect. inhibition, % at 25 µM; hits with a dose series show IC50 in µM. hit rate 0.39% among 320,000; in the data active means a potency from the dose series; inconclusive means inhibition mostly from about 82% at the one dose, without a potency; inactive means the rest, 99 in 100 with inhibition below about 76%;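 further: plate controls were DMSO cells for no effect and high antibiotic wells for full effect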
# VEEV TC-83 Vero 10K pilot screen – recorded beside VEEV TC-83 Vero, whose call it bears; inhibition, %; measured here: 10K pilot screen inhibition
# Numbers without * were called inactive; i = inactive; ? = inconclusive; . = no result given.
SMILES,M. tuberculosis HTS,Salmonella PhoP GFP,VEEV TC-83 Vero,influenza NS1A,tuberculosis growth,others
CCOC(=O)c1ccc2[nH]c(C)c(CN3CCN(C)CC3)c(=O)c2c1,.,.,i,1%,.,
O=C(O)c1ccn[nH]1,-14%,-4%,.,.,-18%,
CCC(C)(C)NC(=O)CN(C(=O)CCC(=O)Nc1cc(C)ccn1)c1ccc2c(c1)OCO2,-4%,9%,9.0%,-5%,6%,
Cc1ccc(/C=N/NC(=O)c2nnn(-c3nonc3N)c2CN(C)c2ccccc2)s1,5%,1%,4.8%,3%,8%,
COCCNC(=O)C(c1ccc(O)cc1)N(C(=O)CCC(=O)Nc1nccs1)c1cccc(C)c1 (stereo unspecified),-7%,-10%,2.9%,6%,16%,
Cc1ccccc1CSc1nn2c(=O)c(C)nnc2s1,-6%,6%,2.8%,-5%,11%,
CCCc1ccccc1OCCNS(=O)(=O)c1cc2c(cc1C)OCC(=O)N2,6%,-19%,6.7%,1%,33%,
O=[N+]([O-])c1ccc(Cl)c(/C=N/N2CCN(c3ccccc3)CC2)c1,10%,-6%,1.8%,12%,-4%,
COC(=O)[C@H](CCSC)NC(=O)Nc1cc(C)ccc1C,-1%,-5%,i,4%,-10%,
CCN(C(=O)CSc1nncn1-c1ccccc1)c1c(N)n(Cc2ccccc2)c(=O)[nH]c1=O,1%,-2%,0.4%,-4%,2%,
Nc1cc(Cl)ccc1C(=O)OCC(=O)N1CCCC1,2%,5%,i,-7%,13%,
O=C(c1cccc(F)c1)N1CCN(c2cccc(C(F)(F)F)c2)CC1,10%,2%,0.7%,-2%,8%,
N=c1ccn2c(n1)O[C@H]1[C@@H](CO)[C@H](O)O[C@H]12,-3%,3%,0.6%,5%,-6%,
O=c1nc2ccccc2c(NS(=O)(=O)c2ccccc2)n1-c1ccccc1,-2%,-3%,i,3%,.,
O=C(Cc1ccccc1)c1nnc(-c2ccccc2)o1,-7%,-10%,0.9%,0%,11%,
O=C1[C@@H]2C(Cc3ccc(O)cc3)NC3(C(=O)Nc4ccc(F)cc43)[C@@H]2C(=O)N1c1ccc(F)cc1 (stereo partly specified),-3%,-1%,2.4%,1%,11%,
Cc1cccc(N2CCN(C(=O)Cn3cnc4c3c(=O)n(C)c(=O)n4C)CC2)c1C,-5%,15%,0.4%,11%,-8%,
Cc1ccccc1Cn1cc(C)c(=O)[nH]c1=O,-1%,3%,0.6%,-8%,-1%,
CN(CC(=O)Nc1ccc(N2CCOCC2)cc1)C(=O)CC(c1ccccc1)c1ccccc1,7%,-8%,3.1%,3%,21%,
Cc1ccc(F)c(NC(=S)Nc2cccc3ccccc23)c1,7%,-7%,3.2%,7%,?,
C=CC[C@@H](CC(=O)NCCO)C(=O)N[C@@H](C)COC(=O)[C@@H](CC=C)Cc1ccc(F)cc1,5%,.,1.2%,2%,-3%,
Cc1cccc(C)c1NC(=O)COC(=O)C1C2CC3OC(=O)C1C3C2 (stereo unspecified),-1%,-5%,1.1%,4%,-4%,
CCCCn1c(N)c(N(CC)C(=O)c2c(C)noc2C)c(=O)[nH]c1=O,-8%,.,i,0%,3%,
CCOc1ccccc1N(CC(=O)NCC1CCCO1)C(=O)CCC(=O)Nc1ccccn1 (stereo unspecified),.,.,8.4%,0%,.,
COc1ccc(C2CC(=O)C(C=NCCN3CCN(C(C)=O)CC3)=C(O)C2)cc1 (stereo unspecified),7%,-2%,0.4%,-7%,13%,
Cc1ccccc1Nc1nc(N)nc(CN2C(=O)NC3(CCCCC3C)C2=O)n1 (stereo unspecified),-9%,10%,5.0%,-1%,67%,
COc1ccc(Cn2nnnc2C(c2ccncc2)N2CCOCC2)cc1 (stereo unspecified),-1%,-7%,0.6%,-1%,4%,
CSc1ccccc1NC(=O)Nc1ccc(Cl)cc1,0%,-8%,i,-9%,16%,
CCN(CC(=O)NCc1cccs1)C(=O)/C=C/c1ccc(Cl)c(Cl)c1,-4%,1%,1.1%,-13%,8%,
O=C(NC1CC1)c1ccc(CS(=O)c2ccccc2)o1 (stereo unspecified),-6%,-6%,0.6%,-1%,-4%,
COc1ccc(C2(C(=O)Nc3nncs3)CCCC2)cc1,-4%,-1%,i,-4%,19%,
COc1cccc(C(=O)Nc2nnc(SCC(=O)NC3CC3)s2)c1,11%,7%,1.6%,3%,0%,
COc1cc2c(cc1OC)CN(C(=O)CCNS(=O)(=O)c1ccc(Br)cc1)CC2,4%,6%,4.7%,-10%,10%,
C=C(C)Cn1c(NCCOC)nc2c1c(=O)[nH]c(=O)n2C,-4%,-1%,0.9%,0%,5%,
COc1ccc(CN(C)C(=O)c2cccc(NS(=O)(=O)c3ccccc3)c2)c(OC)c1,2%,-10%,6.1%,18%,12%,
CC(/C=N/n1c(COc2ccccc2)n[nH]c1=S)=C\c1ccccc1,-2%,2%,2.2%,3%,4%,
CCn1c(=O)c2c3c(sc2n2c(SCc4ccc(F)cc4)nnc12)CCCC3,4%,8%,0.2%,-3%,-2%,
COC(=O)[C@H](C(C)C)n1c(C)c(C(C)=O)c(C(C)=O)c1C,11%,10%,i,-3%,-4%,
COc1cccc(CN2CCC(n3nccc3NC(=O)C3CC3)CC2)c1,6%,8%,0.9%,-4%,5%,
O=C(NCCc1ccccc1)C(=O)NCC1CCCN1S(=O)(=O)c1cccs1 (stereo unspecified),2%,-3%,3.7%,3%,10%,

# A run of entries from further up, for reference:
SMILES,M. tuberculosis HTS,Salmonella PhoP GFP,VEEV TC-83 Vero,influenza NS1A,tuberculosis growth,others
COc1cccc(CN2CCC(n3nccc3NC(=O)C3CC3)CC2)c1,6%,8%,0.9%,-4%,5%,
O=C(NCCc1ccccc1)C(=O)NCC1CCCN1S(=O)(=O)c1cccs1 (stereo unspecified),2%,-3%,3.7%,3%,10%,

# Later entries:
SMILES,M. tuberculosis HTS,Salmonella PhoP GFP,VEEV TC-83 Vero,influenza NS1A,tuberculosis growth,others
Cc1ccccc1OCc1nnc(SCC(=O)NCc2ccco2)n1C,-4%,1%,2.4%,-6%,8%,
O=C(NCCSc1ccccc1)c1ccccc1Cl,8%,3%,1.0%,5%,9%,
c1ccn2c(CNc3ncnc4sccc34)nnc2c1,-6%,-6%,1.5%,-3%,-31%,
CC(Sc1nnc(C2CC2)n1C1CC1)C(=O)Nc1ccccc1C#N (stereo unspecified),2%,.,1.1%,-15%,-3%,
CCOC(=O)N1CCC(NC(=O)C2CCN(c3nc(-c4ccc(OC)cc4)no3)CC2)CC1,3%,-20%,i,7%,82%,VEEV TC-83 Vero 10K pilot screen=1.2
N=C1C(c2nc3ccccc3s2)=C(O)CN1Cc1ccco1,-14%,-4%,0.5%,0%,32%,
CC(C)(C)NC(=O)C(c1cccs1)N(Cc1ccco1)C(=O)c1csnn1 (stereo unspecified),1%,3%,i,-16%,-1%,
C(/C=C/c1ccccc1)=N/N1CCN(c2ccccc2)CC1,-2%,3%,i,29%,11%,
O=C(Nc1cc(=O)[nH]c2nc(-c3ccccc3)nn12)c1ccccc1Cl,27%,-7%,8.6%,7%,5%,
Cc1cc2c(cc1S(=O)(=O)CCC(=O)N1CC(C)CC(C)C1)OCC(=O)N2 (stereo unspecified),0%,0%,i,16%,-10%,VEEV TC-83 Vero 10K pilot screen=0.0
COc1cc(F)cc(-c2ccc3c(c2)c(-c2cccs2)c(-c2cc(OC)cc(OC)c2)n3C)c1,2%,.,1.8%,6%,40%,
O=C(NCCc1ccc(Cl)cc1)c1ccc(S(=O)(=O)N2CCCC2)cc1,-5%,3%,3.8%,-19%,18%,
COc1ccc(NC(=O)COC(=O)C2C3CC4OC(=O)C2C4C3)cc1 (stereo unspecified),-5%,3%,i,-8%,3%,
CCOc1ccc(NC(=O)CN2C(=O)C(C)SC(C)C2=O)cc1 (stereo unspecified),-9%,22%,0.2%,0%,-9%,
Cc1ccc(Br)cc1S(=O)(=O)Nc1cccnc1,-2%,-11%,0.5%,-10%,33%,
COc1ccc(C(CC(=O)N2CCCC(C)C2)c2c(O)cc(OC)cc2OC)cc1 (stereo unspecified),0%,3%,1.5%,8%,3%,
Nc1cccc(C(=O)OCC(=O)c2ccccc2)c1,10%,-6%,0.7%,-10%,67%,
Nc1ccc2nc[nH]c2c1,2%,-9%,0.8%,-4%,7%,
CCCC1(CCC)NC(=O)N(CC(=O)Nc2ccccc2OC)C1=O,2%,-6%,1.6%,1%,14%,
c1ccc2c(c1)nc(N1CCOCC1)c1nnnn12,-7%,1%,1.5%,6%,-10%,

# Five entries picked at random from those above:
SMILES,M. tuberculosis HTS,Salmonella PhoP GFP,VEEV TC-83 Vero,influenza NS1A,tuberculosis growth,others
O=C(NCCc1ccc(Cl)cc1)c1ccc(S(=O)(=O)N2CCCC2)cc1,-5%,3%,3.8%,-19%,18%,
Cc1ccc(/C=N/NC(=O)c2nnn(-c3nonc3N)c2CN(C)c2ccccc2)s1,5%,1%,4.8%,3%,8%,
Cc1cc2c(cc1S(=O)(=O)CCC(=O)N1CC(C)CC(C)C1)OCC(=O)N2 (stereo unspecified),0%,0%,i,16%,-10%,VEEV TC-83 Vero 10K pilot screen=0.0
CSc1ccccc1NC(=O)Nc1ccc(Cl)cc1,0%,-8%,i,-9%,16%,
COc1cc2c(cc1OC)CN(C(=O)CCNS(=O)(=O)c1ccc(Br)cc1)CC2,4%,6%,4.7%,-10%,10%,

# The listing continues:
SMILES,M. tuberculosis HTS,Salmonella PhoP GFP,VEEV TC-83 Vero,influenza NS1A,tuberculosis growth,others
O=C(NC1CCCCC1)C(c1ccncc1)N(C(=O)c1csnn1)c1ccccc1 (stereo unspecified),6%,2%,0.7%,-2%,2%,
O=C(O)CSc1nnc(C2CC2)n1-c1ccccc1,-9%,-9%,1.7%,-12%,-4%,
O=C(c1cccnc1)C1CCCN(Cc2nc(-c3cnccn3)no2)C1 (stereo unspecified),1%,2%,7.5%,0%,-5%,
O=[N+]([O-])c1ccc(N2CCN(CCO)CC2)cc1NCc1ccco1,-3%,8%,0.4%,0%,-9%,
Cc1ccccc1NC(=S)Nc1ccc2[nH]c(=O)[nH]c2c1,-6%,-1%,4.9%,-5%,37%,
O=C(Nc1cccc(-c2csc(Nc3ccccc3)n2)c1)c1ccccc1,?,5%,5.1%,4%,0%,
CCCOc1c(Br)cc(C(=O)NCC)cc1OC,1%,5%,2.3%,-8%,34%,
CCCCN(CC)CCNC(=O)c1cc2c(=O)n(C)c3ccccc3c2n1C,1%,-6%,0.6%,11%,31%,
O=C(NCCCN1CCOCC1)c1ccc(CSCc2cccc(Cl)c2)o1,7%,-19%,i,13%,-9%,
Cc1cc(C)n(CC(=O)c2ccc(Cl)cc2)n1,3%,4%,0.8%,-15%,8%,
Cc1ccc(-c2nc(S(=O)(=O)c3ccc(C)cc3)c(SCC(N)=O)o2)cc1,-2%,2%,i,-6%,-3%,
COc1ccccc1N1CCN(Cc2c(F)cccc2F)CC1,-10%,4%,1.1%,5%,-6%,
COc1cccc(-c2sc3ccc(OC)cc3c2C#CC(C)(C)O)c1,7%,.,5.5%,-2%,3%,
O=C(CSc1nc2c(sc3ccccc32)c(=O)n1-c1ccccc1)NCc1ccco1,-8%,-7%,9.1%,14%,5%,
CN(C)S(=O)(=O)c1cc(NC(=O)c2cc(=O)[nH]c3ccccc23)ccc1Cl,3%,-7%,.,.,10%,
O=C(CCC1CC(=O)Nc2ccccc21)NCc1cccnc1 (stereo unspecified),-6%,-1%,i,24%,.,
OCCN1CCOCCOCCN(CCO)CCN(CCO)CC1,-3%,-1%,2.2%,15%,0%,
C/C(CC(=O)NC1CCCCC1)=N\NC(=O)Cc1ccc(-c2ccccc2)cc1,2%,12%,2.2%,-13%,9%,
O=c1[nH]c(CN2CCCCC2)nc2ccccc12,1%,-30%,2.4%,-14%,10%,
CC(=O)N1c2ccc(S(=O)(=O)N3CCCCC3)cc2CC1C(=O)NCc1ccccc1C (stereo unspecified),0%,-11%,4.5%,5%,-5%,
C#CCCOC(=O)N1C2=NC(C(=O)OC)=C(C(=O)OC)[C@@H]3N(C)c4ccc(OC)cc4[C@]23C[C@H]1C(=O)OC,1%,-10%,0.3%,-1%,-4%,
Cc1cc(C)c(NC(=O)CS(=O)CC(=O)Nc2cccnc2)c(C)c1 (stereo unspecified),0%,-3%,2.9%,-5%,-14%,
COc1cc(/C=N/NC(=O)c2cccnc2)ccc1OS(=O)(=O)c1ccc(C)cc1,9%,-2%,2.1%,8%,-6%,
O=c1ccc2cc(S(=O)(=O)Nc3ccc(Br)cc3)ccc2o1,1%,-5%,1.8%,0%,52%,
CC(=O)c1ccc(OCC(O)CN2CCN(S(=O)(=O)c3c(C)cc(C)cc3C)CC2)cc1 (stereo unspecified),6%,1%,1.7%,0%,23%,

# Screening results deposited in PubChem by Southern Research Specialized Biocontainment Screening Center.
